DTT redox prof: compounds producing H2O2 with reducing agent – biochemical, NIH compound library profiling, artefact control for MLSCN library redox annotation, primary screen; 200,000 tested, 0.03% active; DTT-dependent redox cycling H2O2, phenol red/HRP absorbance; 100% = 100 µM peroxide control, 0% = buffer; AID 878, 2007; activation, % at 10 µM;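 active = activation of at least 50% relative to the plate's high and low controls in the primary single-dose screen; inactive = activation below 50%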;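 note: compound incubated with DTT at 0.8 mM final as the reducing agent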
G6PDH CS: L. mesenteroides G6PDH inhibitors, counter-screen for G6PDH-coupled screening assays, biochemical, Leuconostoc mesenteroides enzyme; inhibition, % at 5 µM; glucose-6-phosphate dehydrogenase [Leuconostoc mesenteroides]; Purified L. mesenteroides G6PDH, diaphorase/resazurin coupled fluorescence, 45 min; 200,000 tested, 0.12% active; in the data active = inhibition above about 50%
NF-kB expr up: activators of NF-kB expression in neurons, primary screen, cell-based, HTS | human neuronal cells, NF-kB reporter expression; hits give high values | fold change at 12.5 µM | 190,000 tested, 1.6% active | AID 1239, 2008; in the data active = fold change above about 3.3
Hsp70 act: Hsp70 transcriptional activators, primary screen, cell-based, HeLa, Hsp70 promoter luciferase, luminescence, 10 µM | HeLa Hsp70 promoter luciferase reporter; scaled: vehicle 0, proteasome-inhibitor control 100% | activation, % at 10 µM | 200,000 tested, 0.04% active;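 active = activation above the mean across all tested compounds plus 3 SD, cutoff set per campaign, cut at about 5.5% in these data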;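 note: 100% = MG132 at 30 µM as the positive control and 0% = DMSO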
FLuc act counter: FLuc activators, initial screening, artefact control for FLuc-dependent activation tests, biochemical, ATPlite luminescence; activation factor at 10 µM; AID 1027, 2008; ATPlite luciferase biochemical, 10 min; 0 = ATP-free wells, 1 = DMSO control; Luciferin 4-monooxygenase (Photinus pyralis), P08659; 200,000 tested, under 10 active;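 active = luciferase activation factor, scaled between plate controls, of at least 2 with compound at 10 µM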
Target sequence (P08659 whole entry, looked up): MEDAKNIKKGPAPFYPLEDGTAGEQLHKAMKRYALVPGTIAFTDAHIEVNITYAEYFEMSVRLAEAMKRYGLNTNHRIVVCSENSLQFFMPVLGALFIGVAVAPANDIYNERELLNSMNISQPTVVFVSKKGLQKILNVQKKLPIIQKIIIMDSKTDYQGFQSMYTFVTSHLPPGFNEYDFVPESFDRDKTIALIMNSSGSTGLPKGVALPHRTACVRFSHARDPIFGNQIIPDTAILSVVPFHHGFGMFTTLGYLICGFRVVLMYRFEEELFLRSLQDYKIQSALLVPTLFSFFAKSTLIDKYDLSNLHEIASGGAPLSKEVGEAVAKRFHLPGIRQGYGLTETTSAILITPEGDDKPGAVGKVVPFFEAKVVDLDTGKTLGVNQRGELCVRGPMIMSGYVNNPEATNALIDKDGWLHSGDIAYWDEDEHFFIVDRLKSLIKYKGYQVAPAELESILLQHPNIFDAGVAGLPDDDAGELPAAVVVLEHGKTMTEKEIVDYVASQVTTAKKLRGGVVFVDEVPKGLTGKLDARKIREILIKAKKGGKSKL
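test system = cell-free luciferase reagent | medium = PBS as buffer for the ATP substrate | dosing = test compounds dosed from 2 mM stocks in 100% DMSO | incubation = 10 min at ambient temperature | detection = luminescence measurement of luciferase light output | benchmarks = low control with PBS replacing ATP, high control enzyme plus ATP without compound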
STAT1 activator: STAT1 signaling activators, primary screen, cell-based, HTS, luciferase reporter | NIH 3T3 STAT1-luciferase reporter, IFN-gamma, luminescence; 100% = IFN-gamma alone, no compound | activation (% of control), % at 5.5 µM | 200,000 tested, 2.6% active;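 active = activation above the screen-wide mean activation plus 3 SD, cut at about 130% in these data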;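 note: raw ratio to IFN-gamma control signal so 100% means no change and 0% no light; values of inactives mirror those of a sister screen read the other way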
APP 5'UTR act: activators of APP 5'UTR luciferase reporter, primary screen, SH-SY5Y cells; SH-SY5Y APP 5'UTR luciferase reporter, luminescence; zero percent = DMSO vehicle wells; activation, % at 2 µM; 190,000 tested, 1% active;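 active = activation above a set limit, based on mean plus 3 SD of controls, cut at about 140% in these data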; note: values of inactives mirror those of a sister screen read the other way
Efa HMGR inh: inhibitors of E. faecalis class II HMGR, primary screen, biochemical, Enterococcus faecalis; HMG-CoA reductase (Enterococcus faecalis, mvaE); purified E. faecalis HMGR, NADPH absorbance 340 nm kinetic; inhibition, % at 10 µM; 190,000 tested, 0.41% active; AID 1066, 2008;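 active = inhibition above a set limit, the median over all tested compounds plus 3 SD, cut at about 9.5% in these data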;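 note: enzyme runs in reverse so mevalonate oxidation gives rising NADPH absorbance; 0% = complete reaction with DMSO and 100% = background rate lacking mevalonate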
APP 5UTR inh: inhibitors of APP translation via 5'UTR reporter, primary screen, APP 5'UTR luciferase, SH-SY5Y cells. SH-SY5Y APP 5'UTR-luciferase reporter, luminescence. inhibition, % at 2 µM. 190,000 tested, 0.82% active;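 active = inhibition above a set limit, derived from the sample mean plus 3 SD, cut at about 45% in these data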; note: values of inactives mirror those of a sister screen read the other way
FLuc inh counter: firefly luciferase enzyme inhibitors, primary screen, artefact control for luciferase-based inhibitor screens, biochemical, luminescence, ATPLite | Luciferin 4-monooxygenase (Photinus pyralis), P08659 | 10 min | inhibition, % at 10 µM | 200,000 tested, 1.5% active | AID 1006, 2008;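 active = inhibition above about 50% when tested at 10 µM, limit read from the data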
* = called active by the depositor.

`COc1ccc(OC)c(CNC(=O)c2cc(=O)[nH]c3ccc(S(=O)(=O)N4CCCC4)cc23)c1` gave DTT redox prof -0.7, G6PDH CS -1, NF-kB expr up 1.1, Hsp70 act 0.3, FLuc act counter 1.1, STAT1 activator 103, APP 5'UTR act 10, Efa HMGR inh -5, APP 5UTR inh -10 and FLuc inh counter -5.
`Cc1ccc(O)c(C2=Nc3ccccc3N=C(c3ccco3)C2)c1` gave DTT redox prof -8.1, G6PDH CS 4, NF-kB expr up 1.4, Hsp70 act -0.1, FLuc act counter 1.1, STAT1 activator 96, APP 5'UTR act 3, Efa HMGR inh -1, APP 5UTR inh -3 and FLuc inh counter -9.
CN(C)S(=O)(=O)c1ccc(NC(=O)COc2ncnc3sccc23)cc1 was read as DTT redox prof 0.1, G6PDH CS -1, NF-kB expr up 0.89, Hsp70 act 0.0, FLuc act counter 1, STAT1 activator 101, APP 5'UTR act -11, Efa HMGR inh 2, APP 5UTR inh 11 and FLuc inh counter -3.
`Cc1ccc(C(C)C)c(OCC(=O)NN=C2CCCCCCC2)c1` gave DTT redox prof 0.7, G6PDH CS 14, NF-kB expr up 1.2, Hsp70 act 0.0, FLuc act counter 1.1, STAT1 activator 100, APP 5'UTR act -85, Efa HMGR inh -10, APP 5UTR inh 86* and FLuc inh counter -6.
CCC/C=C(\CCC)C(NC(=O)Cc1ccccc1)c1ccc(C(=O)OC)cc1 (stereo unspecified) was read as DTT redox prof 0.3, G6PDH CS 6, NF-kB expr up 0.77, Hsp70 act 0.0, FLuc act counter 1.1, STAT1 activator 111, APP 5'UTR act 1, Efa HMGR inh -1, APP 5UTR inh -1 and FLuc inh counter -6.
NC(=O)COC(=O)c1cccc(S(=O)(=O)N2CCN(c3ccccc3)CC2)c1 was read as DTT redox prof -0.5, G6PDH CS 6, NF-kB expr up 0.93, Hsp70 act -0.2, FLuc act counter 1, STAT1 activator 99, APP 5'UTR act -14, Efa HMGR inh -5, APP 5UTR inh 14 and FLuc inh counter -2.
Screening CCCCC(NC(=O)c1ccccc1)C(=O)OCC(=O)N1c2ccccc2Sc2ccccc21 (stereo unspecified) returned DTT redox prof -7.0, G6PDH CS 14, NF-kB expr up 0.65, Hsp70 act -0.1, FLuc act counter 1, STAT1 activator 83, APP 5'UTR act 12, Efa HMGR inh -6, APP 5UTR inh -12 and FLuc inh counter 0.
`NC(=O)c1cc2nc(-c3ccco3)cc(C(F)(F)F)n2n1` gave DTT redox prof 0.2, G6PDH CS 1, NF-kB expr up 0.77, Hsp70 act -0.3, FLuc act counter 1, STAT1 activator 101, APP 5'UTR act 7, Efa HMGR inh 4, APP 5UTR inh -7 and FLuc inh counter -4.
Screening CCOC(=O)/C=c1\s/c(=C\c2ccc(C)cc2)c(=O)n1CC(=O)NCc1ccco1 returned G6PDH CS 7, NF-kB expr up 0.98, Hsp70 act -0.3, FLuc act counter 1.1, STAT1 activator 101, APP 5'UTR act -1, Efa HMGR inh -3, APP 5UTR inh 1 and FLuc inh counter -5.
Cc1ccc2c(c1)CC1(CN2C)C(=O)OC2(CCCCC2)OC1=O was read as DTT redox prof 0.8, G6PDH CS 13, NF-kB expr up 0.9, Hsp70 act -0.3, FLuc act counter 1, STAT1 activator 91, APP 5'UTR act 17, Efa HMGR inh 1, APP 5UTR inh -16 and FLuc inh counter -4.
COC(=O)c1ccc(Oc2nc3c(c(=O)n(C)c(=O)n3C)n2CCC(C)C)cc1 was read as DTT redox prof 0.8, G6PDH CS -1, NF-kB expr up 1.1, Hsp70 act -0.4, FLuc act counter 1, STAT1 activator 93, APP 5'UTR act 1, Efa HMGR inh -10, APP 5UTR inh -1 and FLuc inh counter -1.
For CCN(CC)CCNC(=S)NC(=O)c1cn(-c2ccccc2)nc1-c1ccc(OC)cc1 the results were DTT redox prof 0.2, G6PDH CS 6, NF-kB expr up 0.95, Hsp70 act 0.2, FLuc act counter 1.1, STAT1 activator 105, APP 5'UTR act 12, Efa HMGR inh 1, APP 5UTR inh -12 and FLuc inh counter -8.
For N#Cc1c(Nc2ccccc2)sc(C(=O)C2CC2)c1N the results were DTT redox prof 0.4, G6PDH CS 12, NF-kB expr up 1, Hsp70 act -0.3, FLuc act counter 1, STAT1 activator 103, APP 5'UTR act 10, Efa HMGR inh 2, APP 5UTR inh -10 and FLuc inh counter -2.
CN(C)/C=C(/C(=O)c1ccc(Cl)cc1Cl)S(=O)(=O)c1ccc(Cl)cc1 was read as DTT redox prof 1.2, G6PDH CS -1, NF-kB expr up 1.2, Hsp70 act -0.4, FLuc act counter 1.1, STAT1 activator 103, APP 5'UTR act -11, Efa HMGR inh -8, APP 5UTR inh 11 and FLuc inh counter -7.
For Cc1cc(N2CCC(C)CC2)n2ncc(-c3ccccc3)c2n1 the results were DTT redox prof -0.1, G6PDH CS 2, NF-kB expr up 0.8, Hsp70 act -0.1, FLuc act counter 0.6, STAT1 activator 132*, APP 5'UTR act 194*, Efa HMGR inh -2, APP 5UTR inh -194 and FLuc inh counter 39.

Three structures out of the list, ordered by SMILES length, ascending:
`Cc1ccc(C(C)C)c(OCC(=O)NN=C2CCCCCCC2)c1` gave DTT redox prof 0.7, G6PDH CS 14, NF-kB expr up 1.2, Hsp70 act 0.0, FLuc act counter 1.1, STAT1 activator 100, APP 5'UTR act -85, Efa HMGR inh -10, APP 5UTR inh 86* and FLuc inh counter -6.
`Cc1ccc(O)c(C2=Nc3ccccc3N=C(c3ccco3)C2)c1` gave DTT redox prof -8.1, G6PDH CS 4, NF-kB expr up 1.4, Hsp70 act -0.1, FLuc act counter 1.1, STAT1 activator 96, APP 5'UTR act 3, Efa HMGR inh -1, APP 5UTR inh -3 and FLuc inh counter -9.
For CCN(CC)CCNC(=S)NC(=O)c1cn(-c2ccccc2)nc1-c1ccc(OC)cc1 the results were DTT redox prof 0.2, G6PDH CS 6, NF-kB expr up 0.95, Hsp70 act 0.2, FLuc act counter 1.1, STAT1 activator 105, APP 5'UTR act 12, Efa HMGR inh 1, APP 5UTR inh -12 and FLuc inh counter -8.

The results go on:
Screening O=C(/C=C/c1cccs1)N1CCN(c2ccc(O)cc2)CC1 returned DTT redox prof -1.4, G6PDH CS 2, NF-kB expr up 3.2, Hsp70 act -0.3, FLuc act counter 1, STAT1 activator 90, APP 5'UTR act 1, Efa HMGR inh -3, APP 5UTR inh -1 and FLuc inh counter 3.
`Cc1nc(NC(=O)c2ccc(Br)s2)sc1C(=O)N(C)C` gave DTT redox prof 1.4, G6PDH CS -9, NF-kB expr up 3, Hsp70 act 0.1, FLuc act counter 0.6, STAT1 activator 138*, APP 5'UTR act 132, Efa HMGR inh 4, APP 5UTR inh -132 and FLuc inh counter 40.
For CC(NC(=O)Nc1ccccc1)C(c1cccs1)N1CCOCC1 (stereo unspecified) the results were DTT redox prof -0.2, G6PDH CS 2, NF-kB expr up 0.93, Hsp70 act 0.3, FLuc act counter 1.1, STAT1 activator 99, APP 5'UTR act -11, Efa HMGR inh -5, APP 5UTR inh 11 and FLuc inh counter -8.
Screening Cc1ccc(S(=O)(=O)/N=C2/NC(=O)/C(=C/c3cccnc3)S2)cc1 returned DTT redox prof 1.8, G6PDH CS 8, NF-kB expr up 0.94, Hsp70 act -0.1, FLuc act counter 1.1, STAT1 activator 103, APP 5'UTR act 0, Efa HMGR inh -6, APP 5UTR inh 0 and FLuc inh counter -6.
For Cc1ccc(S(=O)(=O)N2CCN(C(=O)c3ccccc3)CC2)c(C)c1NS(C)(=O)=O the results were DTT redox prof 0.0, G6PDH CS 2, NF-kB expr up 1.3, Hsp70 act -0.4, FLuc act counter 1, STAT1 activator 98, APP 5'UTR act -18, Efa HMGR inh -6, APP 5UTR inh 18 and FLuc inh counter -4.
Screening CC(C)CCn1c(N2CCN(c3cccc(Cl)c3)CC2)nc2c1c(=O)[nH]c(=O)n2C returned DTT redox prof 1.1, G6PDH CS 4, NF-kB expr up 0.92, Hsp70 act -0.2, FLuc act counter 1, STAT1 activator 98, APP 5'UTR act -11, Efa HMGR inh 0, APP 5UTR inh 11 and FLuc inh counter -4.
O=C(COC(=O)c1cc(=O)c2ccccc2o1)NC1CCCC1 was read as DTT redox prof 0.0, G6PDH CS -3, NF-kB expr up 1.2, Hsp70 act -0.2, FLuc act counter 1, STAT1 activator 97, APP 5'UTR act -3, Efa HMGR inh 0, APP 5UTR inh 3 and FLuc inh counter -2.
Screening Cc1c(C)c2ccc(OS(C)(=O)=O)c(C)c2oc1=O returned DTT redox prof 0.5, G6PDH CS 5, NF-kB expr up 1.3, Hsp70 act -0.6, FLuc act counter 1, STAT1 activator 104, APP 5'UTR act 4, Efa HMGR inh -3, APP 5UTR inh -4 and FLuc inh counter 0.
O=C(Cc1cccc2ccccc12)NN1C(=O)CSC1=S was read as DTT redox prof -2.5, G6PDH CS 8, NF-kB expr up 1.8, Hsp70 act -0.2, FLuc act counter 1.1, STAT1 activator 96, APP 5'UTR act -17, Efa HMGR inh -7, APP 5UTR inh 17 and FLuc inh counter -5.
O=C(O)CCC(=O)N1CCN(c2ccc(C(=O)c3ccc(F)cc3)cc2)CC1 was read as DTT redox prof 0.8, G6PDH CS 3, NF-kB expr up 1.2, Hsp70 act 0.7, FLuc act counter 1.1, STAT1 activator 98, APP 5'UTR act 13, Efa HMGR inh 1, APP 5UTR inh -13 and FLuc inh counter -6.
`Cn1c(=O)cc(SCC(=O)N2CCCC2)c2ccccc21` gave DTT redox prof -2.6, G6PDH CS 5, NF-kB expr up 1.6, Hsp70 act -0.2, FLuc act counter 1.1, STAT1 activator 93, APP 5'UTR act 13, Efa HMGR inh -3, APP 5UTR inh -13 and FLuc inh counter -6.
For CC(OC(=O)c1cc2sccc2n1C)C(=O)NCc1ccc(F)cc1 (stereo unspecified) the results were DTT redox prof 2.0, G6PDH CS 6, NF-kB expr up 1, Hsp70 act -0.1, FLuc act counter 1, STAT1 activator 103, APP 5'UTR act -5, Efa HMGR inh -4, APP 5UTR inh 5 and FLuc inh counter -5.
Cc1cc(Br)ccc1NC(=O)CN1C(=S)NC(C)(C)CC1C (stereo unspecified) was read as DTT redox prof -0.1, G6PDH CS 4, NF-kB expr up 1.1, Hsp70 act -0.3, FLuc act counter 1, STAT1 activator 99, APP 5'UTR act -1, Efa HMGR inh -3, APP 5UTR inh 1 and FLuc inh counter -4.
For CC(C)Oc1cccc(-c2nnc(SCC(=O)Nc3ccc4c(c3)OCCO4)n2N)c1 the results were DTT redox prof 0.7, G6PDH CS 7, NF-kB expr up 0.76, Hsp70 act -0.1, FLuc act counter 1.1, STAT1 activator 94, APP 5'UTR act 3, Efa HMGR inh -2, APP 5UTR inh -3 and FLuc inh counter -6.

Screening results from PubChem.
